Screening data: PubChem BioAssay, several laboratories
SIAH1 antagonists – Siah-1 peptide-binding antagonists, primary screen, biochemical, fluorescence polarization, rhodamine-plectin, uHTS (AID 1817); Siah-1 / rhodamine-plectin peptide fluorescence polarization; higher % means a stronger effect; 290,000 compounds, 0.02% hits; displacement, % at 20 µM; hits with a dose series show IC50 in µM; E3 ubiquitin-protein ligase SIAH1 (Homo sapiens);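 active = displacement of at least 50% at 20 µM, with a fluorescence ratio check between 0.3 and a set limit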;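 also: plate controls were Siah plus tracer with DMSO for no effect and tracer alone without Siah for full effect; strong numbers were not always called active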
RSV antiviral HEp-2 – RSV antiviral activity via CPE protection, HEp-2 cells, primary 10 µM value included (AID 2391). HEp-2 cells, RSV-induced CPE inhibition; higher % means a stronger effect. CPE inhibition, % at 10 µM, or IC50 in µM where a hit was titrated. 310,000 compounds, 0.13% hits; in the data active = a potency from the dose series; also: strong numbers were not always called active
NTR1 ag – agonists of NTR1, primary screen, imaging, U2OS cells, beta-arrestin-GFP, high content (AID 493036); activation, % at 20 µM; Neurotensin receptor type 1 (Homo sapiens), P30989; 330,000 compounds, 0.17% hits; NTR1-U2OS beta-arrestin-GFP spot imaging, agonist mode;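 active = activation at or above 40% of the spot to cytoplasm intensity ratio, with at least 20 cells analyzed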;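 also: 0% = DMSO without peptide and 100% = 100 nM NTR1 peptide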
Target sequence (P30989 whole entry, looked up): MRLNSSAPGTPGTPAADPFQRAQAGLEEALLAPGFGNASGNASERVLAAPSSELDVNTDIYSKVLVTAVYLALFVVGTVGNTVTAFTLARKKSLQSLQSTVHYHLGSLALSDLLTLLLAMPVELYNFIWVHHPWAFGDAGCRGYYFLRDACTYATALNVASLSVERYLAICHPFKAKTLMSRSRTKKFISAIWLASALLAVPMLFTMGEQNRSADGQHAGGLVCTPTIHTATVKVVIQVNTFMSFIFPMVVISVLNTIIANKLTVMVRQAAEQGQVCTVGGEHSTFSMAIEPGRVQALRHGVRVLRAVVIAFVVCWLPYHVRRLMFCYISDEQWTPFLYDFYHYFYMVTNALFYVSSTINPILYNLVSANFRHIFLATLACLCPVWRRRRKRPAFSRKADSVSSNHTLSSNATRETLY
SV40 large T antigen – SV40 large T antigen inhibitors, biochemical (AID 1903); 310,000 compounds, 0.39% hits; SV40 large T antigen ATPase/helicase inhibition assay; higher % means a stronger effect; inhibition, % at 20 µM, or IC50 in µM where a hit was titrated; in the data active = a potency from the dose series; also: strong numbers were not always called active
Dengue-2 NS5 capping – Dengue-2 NS5 methyltransferase inhibitors, primary screen, biochemical, confirmation dose response (AID 588689); 340,000 compounds, 0.3% hits; inhibition, % at 25 µM; hits with a dose series show IC50 in µM; Genome polyprotein (Dengue virus type 2 (strain 16681-PDK53)); Dengue-2 NS5 methyltransferase capping enzyme assay, biochemical; higher % means a stronger effect; in the data active = a potency from the dose series
UTI89 phage lysis – inhibition of K1F phage lysis, E. coli UTI89, bacterial capsule biogenesis inhibitors, alamar blue (AID 488966); inhibition, % at 100 µM, or IC50 in µM where a hit was titrated; E. coli UTI89 K1F phage lysis, alamar blue, 2 h; higher % means a stronger effect; 340,000 compounds, 0.02% hits;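 active = phage lysis inhibition, versus mean bacterial control, above a set limit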;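 also: capsule biogenesis inhibitors block K1F phage lysis so surviving cells raise fluorescence; higher fluorescence means more inhibition of phage lysis; actives were called in the ten point dose series up to 300 µM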
West Nile virus CPE – West Nile virus antiviral activity, cell-based, CPE readout (AID 1621); West Nile virus-infected cells, CPE inhibition; higher % means a stronger effect; CPE inhibition, % at 10 µM, or IC50 in µM where a hit was titrated; 290,000 compounds, 0.02% hits; in the data active = a potency from the dose series; also: strong numbers were not always called active
AID2073 – inhibitors of Mint1-CaV2.2 protein interaction, biochemical, HTRF (AID 2073); Voltage-dependent N-type calcium channel subunit alpha-1B (Homo sapiens); HTRF protein-protein interaction, Mint1-CaV2.2; higher % means a stronger effect; inhibition, % at 20 µM; hits with a dose series show IC50 in µM; 290,000 compounds, 0.19% hits; in the data active = inhibition mostly above about 51%, no sharp cut-off; also: some results filed as inactive read as strong as hits
Rac1 GTP hydrolysis – MgcRacGAP GTPase-activating activity inhibitors, confirmation, biochemical, ADP Hunter fluorescence | Rac GTPase-activating protein 1 (Homo sapiens) | MgcRacGAP-stimulated Rac1 GTP hydrolysis, ADP Hunter fluorescence; higher % means a stronger effect; GST-tagged Rac1 F28L mutant substrate | inhibition, % at 30 µM; hits with a dose series show IC50 in µM | 340,000 compounds, 0.6% hits;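 active = first-screen hits whose inhibition reached a set limit at any dose in the follow-up dose series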;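 also: fluorescence reports GDP produced by GAP-driven GTP hydrolysis; strong numbers were not always called active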
NTR1 ag cell count 20 µM – further read-out of NTR1 ag, marked with its call; cell count; measured here: cell count, cytotoxicity flag
Dengue-2 NS5 capping pilot replicate – recorded beside Dengue-2 NS5 capping, whose call it bears; inhibition, %; measured here: pilot screen replicate inhibition
* hit, by the source's call; x = no result given; [ ] = another dose, or the depositor's remark.

SMILES	SIAH1 antagonists	RSV antiviral HEp-2	NTR1 ag	NTR1 ag cell count 20 µM	SV40 large T antigen	Dengue-2 NS5 capping	UTI89 phage lysis	West Nile virus CPE	AID2073	Rac1 GTP hydrolysis	others
CC(/C=C/c1ccccc1)=N\NC(=O)CNC(=O)c1ccccc1Cl	0.2%	1.3%	-1.2	92	13.7%	5.5%	-0.2%	0.1%	-6.4%	9.4%
COc1ccc(OC)c(C2=NS(=O)(=O)N(C)C(C(=O)Nc3ccc(C(C)=O)cc3)=C2)c1	11.1%	4.5%	-0.5	42	1.9%	-4.5%	0.2%	-0.6%	8.8%	12.9%
CCOC(=O)c1cccc(COC(=O)c2cccc(-c3nnc(-c4ccccc4)o3)c2)c1	8.1%	6.6%	4.6	32	1.7%	-2.9%	2.4%[50 µM]	-0.5%	-3.5%	2.0%
COC(=O)c1ccc(CSc2nnc(CNC(=O)c3cccs3)o2)o1	-0.6%	1.2%	2.8	90	4.9%	-2.4%	-1.9%	-0.4%	-3.7%	4.3%
CC(=O)c1ccc(NC(=S)N2CCC(O)CC2)cc1	-6.1%	2.2%	2.9	52	0.7%	5.1%	1.2%	0.6%	-20.1%	-1.9%
Cc1ccc(C(=O)NNC(=O)C2CCN(S(=O)(=O)c3ccc(Cl)cc3)CC2)cc1	7.7%	3.2%	-1.0	50	13.8%	-0.6%	2.2%[50 µM]	-0.8%	6.9%	5.9%
Oc1cccc(/C=N\Nc2nncc(-c3ccccc3)n2)c1	-3.4%	3.9%	0.8	102	-4.1%	1.5%	-0.4%	0.3%	-6.5%	10.5%
O=C(C1CCN(S(=O)(=O)N2CCOCC2)CC1)N1CCN(c2ccccc2)CC1	3.0%	0.1%	1.2	44	4.0%	1.1%	0.8%	-0.2%	-4.9%	9.6%
C=CCn1c(N)c(C(=O)OCCC)c2nc3ccccc3nc21	-2.4%	-0.3%	-0.6	49	11.6%	-8.0%	-0.6%	0.3%	33.9%	-7.0%
CC(C)C(=O)NCCn1ccc2ccccc21	0.8%	2.6%	0.9	70	11.8%	-5.5%	2.2%[50 µM]	0.1%	-7.4%	-1.8%
CSc1nccn1C(=O)c1ccccc1[N+](=O)[O-]	3.8%	1.0%	-0.6	62	4.5%	-2.0%	0.2%	0.3%	-15.3%	-0.4%	Dengue-2 NS5 capping pilot replicate=-1.9
CCN1C(=O)CS/C1=N\S(=O)(=O)c1ccc(C)cc1	0.4%	0.3%	-0.2	65	-9.5%	-0.8%	0.5%	0.3%	-4.9%	1.5%
C/C(=N\NC(=O)C1CC1(c1ccccc1)c1ccccc1)c1cccc([N+](=O)[O-])c1 (stereo unspecified)	0.5%	1.3%	5.0	70	9.0%	-6.5%	0.4%	-0.7%	6.2%	1.4%
CCc1nnc(NS(=O)(=O)c2ccc(NC(=O)c3ccccc3OC)cc2)s1	3.3%	4.4%	0.9	57	15.6%	-0.9%	-0.1%	0.1%	5.3%	10.8%
CCn1nc(C(=O)NCCc2ccc(S(N)(=O)=O)cc2)c2ccccc2c1=O	1.3%	2.2%	0.4	68	-3.6%	-6.5%	0.2%	1.0%	40.9%	6.0%
O=C(Nc1ccc(Cl)c([N+](=O)[O-])c1)c1cnccn1	7.5%	-0.2%	4.3	54	4.0%	0.6%	2.9%[50 µM]	-1.4%	24.7%	8.8%
CCc1ccc(S(=O)(=O)Nc2cc(SCC(=O)O)c(O)c3ccccc23)cc1	2.5%	0.3%	0.4	45	x	9.53µM*	-0.3%	0.4%	35.1%	-20.1%
COC(=O)c1cc(N2C(=O)C3C(C2=O)C2(C)C=CC3(C)O2)ccc1Cl (stereo unspecified)	0.7%	-0.5%	0.5	61	2.4%	x	-4.2%[50 µM]	0.3%	42.5%	x
O=C(OCC(=O)N1CCN(c2ccc(F)cc2)CC1)c1cnc2ccccc2n1	x	x	-2.7	52	x	0.0%	0.1%	x	x	6.9%
COc1ccc(N=C(N)SCc2ccccn2)cc1	-2.7%	-0.2%	-1.2	64	14.8%	-5.2%	2.3%[50 µM]	-0.8%	-2.9%	10.9%
CC(C)=CC(=O)Nc1nnc(-c2ccc(F)cc2)s1	0.4%	-2.0%	0.2	45	11.4%	-1.4%	0.5%	-0.1%	14.7%	-7.0%
CCOC(=O)C1=C(CN2CCSCC2)NC(=O)NC1c1cc(C)ccc1C (stereo unspecified)	5.6%	-1.1%	1.4	41	5.0%	2.4%	-1.2%	-0.8%	-17.3%	2.6%
Cc1ccccc1NC(=O)Cc1nc(COC(=O)c2ccc(S(C)(=O)=O)c([N+](=O)[O-])c2)cs1	x	-1.6%	22.7	61	x	-13.5%	-0.4%[50 µM]	x	x	10.6%
Cn1c(NC(=O)c2cccc(Cn3cc(Cl)cn3)c2)nc2ccccc21	-1.8%	2.8%	0.1	42	-5.1%	-2.0%	2.3%	-0.9%	22.5%	13.5%
COC(=O)C(Cc1csc2ccc(Cl)cc12)NC(=O)c1ccc(Cl)cc1 (stereo unspecified)	-9.1%	8.5%	2.1	34	-1.0%	-0.8%	1.0%	0.2%	12.5%	5.7%

Continued (three carried over from the part before).
SMILES	SIAH1 antagonists	RSV antiviral HEp-2	NTR1 ag	NTR1 ag cell count 20 µM	SV40 large T antigen	Dengue-2 NS5 capping	UTI89 phage lysis	West Nile virus CPE	AID2073	Rac1 GTP hydrolysis	others
Cc1ccccc1NC(=O)Cc1nc(COC(=O)c2ccc(S(C)(=O)=O)c([N+](=O)[O-])c2)cs1	x	-1.6%	22.7	61	x	-13.5%	-0.4%[50 µM]	x	x	10.6%
Cn1c(NC(=O)c2cccc(Cn3cc(Cl)cn3)c2)nc2ccccc21	-1.8%	2.8%	0.1	42	-5.1%	-2.0%	2.3%	-0.9%	22.5%	13.5%
COC(=O)C(Cc1csc2ccc(Cl)cc12)NC(=O)c1ccc(Cl)cc1 (stereo unspecified)	-9.1%	8.5%	2.1	34	-1.0%	-0.8%	1.0%	0.2%	12.5%	5.7%
CCCCOc1ccccc1N1CCN(CCCN2C(=O)C3CCCN3C2=O)CC1 (stereo unspecified)	10.3%	1.8%	-0.8	53	4.2%	-4.0%	0.4%	-1.0%	4.6%	9.5%
CN1CCN(Cc2c(C(=O)N/N=C/c3cccc(Br)c3)nnn2-c2nonc2N)CC1	-3.3%	-0.1%	4.9	58	8.2%	-2.7%	0.1%	1.6%	-10.6%	-33.1%
O=C(N[C@@H](CO)C(=O)NCc1ccccc1)c1ccc(C(F)(F)F)cc1	-0.6%	-0.2%	-6.2	x	6.0%	-10.2%	1.6%	-0.3%	4.9%	12.5%
O=C(/C=C/Nc1ccccc1)c1ccc(Cl)cc1Cl	-8.3%	7.4%	5.1	74	-0.6%	-2.0%	0.1%	-1.4%	3.9%	7.7%	Dengue-2 NS5 capping pilot replicate=0.3
Cc1ccc2[nH]c3nc(N/N=C/c4cccc(O)c4)nnc3c2c1	-2.1%	4.4%	2.3	49	11.6%	-6.4%	-0.1%	-0.6%	46.2%	4.8%
Cn1ccc(-c2ccccc2)c(C#N)c1=O	2.1%	4.5%	1.1	76	8.2%	x	1.5%	0.0%	6.8%	4.9%
Cc1ccc2nc(SCC(=O)NC3CCCc4ccccc43)[nH]c2c1 (stereo unspecified)	-3.3%	1.7%	5.8	44	9.7%	-8.1%	2.1%	x	3.3%	5.4%
O=c1[nH]c(N2CCOCC2)nc2c1CCCC2	8.8%	1.4%	0.8	86	0.8%	4.8%	0.3%	-0.3%	5.3%	0.4%
CCc1nnc(NC(=O)C2CCCN2C(=O)Nc2ccccc2)s1 (stereo unspecified)	3.7%	0.8%	-1.1	81	0.0%	-1.8%	0.1%	0.2%	-17.5%	6.1%
Cc1ccc(S(=O)(=O)NC2(C(F)(F)F)NC(=O)N(C)C2=O)cc1 (stereo unspecified)	-3.4%	0.2%	1.5	54	4.7%	-2.0%	3.8%	0.0%	-7.6%	4.5%
O=C(c1cccnc1)N1CCN(Cc2ccc3c(c2)OCO3)CC1	2.9%	-0.1%	-0.2	37	9.7%	2.4%	0.7%	0.0%	-7.0%	18.8%
COc1ccc(-c2nc(C#N)c(NC(C)c3ccccc3)o2)cc1OC (stereo unspecified)	0.3%	-2.5%	3.0	33	2.8%	2.0%	-0.2%	x	6.8%	12.8%
Cc1ccc(C(=O)NCC(=O)Nc2cccc(C(F)(F)F)c2)cc1	14.9%	0.5%	2.4	59	-2.8%	1.9%	1.7%[50 µM]	-0.6%	-0.9%	-3.7%
O=C(COc1ccc(Br)cc1)N(Cc1ccccc1)c1ccccn1	6.7%	-0.3%	1.0	53	9.0%	-0.7%	0.0%	-1.6%	1.4%	8.3%
Cc1ccc(S(=O)(=O)NN2C(=O)c3ccccc3NC2c2cccc(O)c2)cc1 (stereo unspecified)	5.2%	1.5%	2.1	37	10.5%	x	x	-0.7%	15.4%	x
COc1ccc(C(NC(=O)CN2CCCCCC2)c2ccc(OC)cc2)cc1	-7.5%	0.0%	1.4	54	-7.8%	-12.5%	-0.4%	-1.3%	1.7%	0.9%
CCCc1cc(=O)n2[nH]cnc2n1	-2.7%	3.6%	-1.2	91	-2.6%	-4.8%	0.0%	0.4%	1.5%	6.2%	Dengue-2 NS5 capping pilot replicate=-6.8
O=C(O)CC/C(=N\Nc1ccc(S(=O)(=O)N2CCOCC2)cc1[N+](=O)[O-])c1cccs1	-4.3%	1.8%	0.2	73	9.1%	11.6%	-0.5%[50 µM]	0.6%	32.2%	2.2%
COc1ccc(OC)c(-c2nn(-c3ccccc3)cc2C(=O)NCC2CCCO2)c1 (stereo unspecified)	2.0%	2.3%	-1.2	64	20.6%	3.2%	1.2%[50 µM]	-0.8%	10.0%	13.5%
Cc1ccc(S(=O)(=O)Nc2ccc(C(=O)NCc3ccccn3)cc2)cc1	-3.2%	1.1%	1.2	45	13.4%	1.3%	1.5%[50 µM]	-0.3%	2.1%	-4.2%
Cc1sc2ncnc(Nc3ccc(N4CCOCC4)cc3)c2c1-c1ccccc1	-0.8%	22.1%	7.6	71	8.0%	x	1.3%	-1.2%	1.7%	4.5%
COc1ccc(N2C(=S)N=C(Nc3ccccc3)C23CCCCC3)cc1	2.5%	1.5%	-0.3	45	21.5%	-6.1%	-0.7%	x	-2.9%	1.1%
O=C(Nc1ccc(F)cc1)Oc1ccc[nH]c1=O	0.6%	0.1%	-0.2	45	9.9%	-7.2%	0.5%	0.2%	7.6%	10.7%
C/C(=N/Nc1ccc(C(=O)O)cc1)c1ccc(O)c(O)c1O	24.1%	0.8%	3.0	50	-12.4%	>100µM*	7.2%	0.9%	28.2%	-73.3%
CCOc1ccc(Oc2nc(Nc3ccc(C)cc3)nc(N(C)C)n2)nn1	-0.1%	15.2%	2.6	47	-0.3%	-7.5%	0.1%	0.4%	-1.8%	3.6%
Cn1cc([N+](=O)[O-])c(C(=O)N/N=C/c2ccc3c(c2)OCO3)n1	-6.1%	3.7%	2.3	93	8.5%	9.0%	-0.1%	0.3%	-13.8%	15.0%
